# Source: PubChem BioAssay
# Ins promoter up – insulin promoter activators in MIN6 cells, imaging, high-content screening, mouse beta cells; MIN6 insulin promoter-GFP reporter; hits give high values; 0.3% of 190,000 active; z-score at 5 µM;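 active = z-score above 3 at 5 µM with at least 500 cells counted in the well; inconclusive = wells under 500 cells, flagged as cytotoxic or low count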
# ER stress rescue – rescue of cells from ER stress-induced death, primary screen, 384-well, CSM14.1, thapsigargin, ATP luminescence (AID 1222); CSM14.1 thapsigargin-induced death rescue, ATP luminescence; higher % means a stronger effect; cellular ATP content (survival), % at 20 µM, or EC50 in µM where a hit was titrated; 190,000 tested, under 10 active;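 active = EC50 below 50 µM in the dose-response confirmation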;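 also: death triggered by thapsigargin at about 15 µM added after 2 h compound pretreatment; cell ATP read after overnight thapsigargin exposure of roughly 18 to 22 hours; normalized against plate controls of thapsigargin alone and 5% DMSO vehicle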
# P. falciparum M17LAP – P. falciparum M17LAP inhibitors, primary screen, biochemical, fluorogenic H-Leu-NHMec substrate, 1536-well (AID 1619); recombinant M17LAP, H-Leu-NHMec fluorogenic kinetic assay; higher % means a stronger effect; one-dose inhibition, % at 30 µM; IC50 in µM for titrated hits; 0.38% of 220,000 active;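 active = compound inhibiting the enzyme by more than half at any dose during confirmatory dose-response retesting; inconclusive = strong single-dose inhibitors picked by rank but not retested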;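 also: plate controls were full reaction with DMSO carrier for no effect and no enzyme background for full effect; strong numbers were not always called active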
# Autophagy mod – autophagy modulators in MEF cells, primary screen, imaging, high-content, MEF GFP-LC3; MEF GFP-LC3 puncta imaging; test concentration mostly 10 µM; calls only at 10 µM (by protocol); 0.98% of 190,000 active; AID 463193, 2010;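 active = percentage of spot-positive cells more than 3 SD above its plate mean, without a fluorescence outlier flag or 80% toxicity; inconclusive = no clear call, values can overlap the other calls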;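 also: spot-positive cell cutoff set from DMSO-treated cells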
# Hep lipid drop – inhibitors of hepatocyte lipid droplet formation, primary screen, imaging, high-throughput imaging, BODIPY stain; AID 1656, 2009; 0.4% of 240,000 active; AML12 mouse hepatocytes, oleate lipid droplets; inhibition, % at 6.5 µM;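 active = lipid droplet intensity inhibited by at least 50%, with more than 500 cells counted; inconclusive = wells with under 300 cells, treated as cytotoxic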
#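 Assay system: AML12 hepatocytes (mouse) / Also added: 100 µM oleic acid challenge / Times: overnight treatment with compound plus oleate / Detection: high-content imaging of BODIPY-stained droplets and DAPI nuclei / Evaluation: % inhibition of lipid droplet signal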
# MT stabilizer – microtubule stabilizers in HeLa cells, primary screen, imaging, high-content imaging. HeLa tubulin immunostaining HCS, 24 h; share of cells brighter than vehicle mean+2SD. % tubulin-high responders, % at 10 µM. 0.83% of 200,000 active;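 active = plate Z-score above 3 for both tubulin-high and condensed-nucleus cell shares, with cell loss under 80%, at 10 µM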;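 also: anti alpha tubulin signal scored within the nucleus-defined area of each cell; some results filed as inactive read as strong as hits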
# Dynein transport – inhibitors of GR-EGFP nuclear translocation, primary screen, dynein cargo transport inhibitor project, imaging, high-content, 3617.4 mouse cells. test concentration mostly 20 µM; stimulated with dexamethasone, 1 µM; hits give low values. z-score, hits read low. 0.47% of 220,000 active. AID 1381, 2008;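 active = plate z-score of nuclear minus cytoplasmic receptor signal below a set negative limit, without overly bright fluorescence or cell loss, cut at about -3.5 in these data, passing the limit was not always enough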;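 also: z-score of nuclear minus cytoplasmic ring GR-EGFP intensity difference per well; some compounds called inactive have numbers as strong as hits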
#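 Schedule: 48 h induction, then 1 h compound, then 30 min agonist, 37 °C. Buffer or medium: tetracycline-free induction medium containing charcoal-stripped FBS. Reagent: 1.0 µM final dexamethasone stimulus. Evaluation: nuclear versus cytoplasmic GR-EGFP signal, averaged per well. Signal: high-content fluorescence imaging after fixation.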
# M1AAP inhibition – P. falciparum M1AAP inhibitors, biochemical, fluorogenic H-Leu-NHMec substrate, 1536-well (AID 1445) | Aminopeptidase N (Plasmodium falciparum (isolate 3D7)) | recombinant M1AAP, H-Leu-NHMec fluorogenic kinetic assay; higher % means a stronger effect | one-dose inhibition, % at 30 µM; IC50 in µM for titrated hits | 0.42% of 220,000 active;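 active = primary inhibition above the hit cutoff, then over 50% inhibition at one or more dose response concentrations, cut at about 23% in these data, passing the limit was not always enough; inconclusive = conflicting primary data, or primary hits not chosen for dose response; inactive = low primary inhibition, or under 50% at every dose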;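 also: plate controls were DMSO full reaction for no effect and no enzyme background for full effect; strong numbers were not always called active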
# Yfh1-off respiration – enhancers of respiration in Yfh1-depleted yeast, dose response, Friedreich's ataxia, plus single-dose screen (AID 1465); 0.074% of 220,000 active; fold induction at 50 µM, or EC50 in µM where a hit was titrated; S. cerevisiae Yfh1-off respiration, WST-1 reduction, 72 h; higher fold induction means a stronger effect;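 active = fold induction of absorbance versus untreated yeast above a set limit, then at least 30% activation at any dose in follow-up; inconclusive = repeats straddling the limit, or above it without dose testing; inactive = fold induction below the set limit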;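 also: activators that raise dye reduction in frataxin-depleted yeast; strong numbers were not always called active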
# Dynein transport cytoplasmic EGFP – further read-out of Dynein transport, marked with its call; z-score; measured here: cytoplasmic GR-EGFP intensity; hits give high values
# Dynein transport nuclear GR-EGFP – second read-out of Dynein transport, no call of its own (marks repeat the call); z-score; measured here: nuclear GR-EGFP intensity;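 lower value marks the stronger effect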
# Dynein transport cell count – recorded beside Dynein transport, whose call it bears; z-score; measured here: cell count per field
# Ins promoter up cell count – further read-out of Ins promoter up, marked with its call; cell count; measured here: cytotoxicity, nuclei count;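 total cells summed across four imaged fields per well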
# Hep lipid drop cells 6.5 µM – further read-out of Hep lipid drop, marked with its call; cell count; measured here: cell count, cytotoxicity flag;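 cells counted across two imaged fields per well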
# MT stabilizer Hoechst-high % – second read-out of MT stabilizer, no call of its own (marks repeat the call); % Hoechst-high responders; measured here: nuclear condensation Hoechst responders;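 share of cells brighter than vehicle mean plus two SD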
# MT stabilizer cytotoxicity % – also measured in MT stabilizer; calls as there; toxicity, %; measured here: cytotoxicity by cell density;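 0% = mean cell density of plate MIN control wells and 100% = no cells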
# Autophagy mod cell loss 18 h – second read-out of Autophagy mod, no call of its own (marks repeat the call); toxicity, %; measured here: cell loss, nuclei count;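 cell loss after 18 h compound exposure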
# * hit, by the source's call; i = inactive; ? = inconclusive; . = no result given.
SMILES,Ins promoter up,Ins promoter up cell count,ER stress rescue,P. falciparum M17LAP,Autophagy mod,Autophagy mod cell loss 18 h,Hep lipid drop,Hep lipid drop cells 6.5 µM,MT stabilizer,MT stabilizer Hoechst-high %,MT stabilizer cytotoxicity %,Dynein transport,Dynein transport cytoplasmic EGFP,Dynein transport nuclear GR-EGFP,Dynein transport cell count,M1AAP inhibition,Yfh1-off respiration
CCN(CC)S(=O)(=O)c1ccc(-c2nnc(SCC(=O)N3c4ccccc4CC3C)o2)cc1 (centres undefined),1.46,515,-2.0%,-1.9%,i,5.6,.,.,1.9,0.6,0.1,0.496,-0.175,-0.0503,0.32,12.7%,i
CC(=O)N(c1cccc(C)c1)C1SC(=O)N(c2ccccc2)C1=O (centres undefined),0.64,1253,-1.0%,3.0%,i,13.8,.,.,4.1,2.9,3.3,-1.02,-0.273,-0.313,0.132,-12.5%,i
CC(=O)c1ccc(N2CCN(c3ccc(S(=O)(=O)N4CCN(C)CC4)cn3)CC2)cc1,-1.63,1367,0.1%,6.5%,i,-28.2,.,.,2.4,2.7,10.7,-0.582,0.381,0.668,0.427,1.2%,i
CC(=O)c1ccc(OCC(C)Oc2ccc(C#N)cc2)cc1 (centres undefined),0.66,1258,.,-1.9%,.,.,-16.1,800,.,.,.,0.256,-0.189,0.161,0.623,3.0%,i
COc1ccc2[nH]cc(C(=O)CN3CCN(C/C=C/c4ccccc4)CC3)c2c1,-1.35,1037,-3.8%,10.6%,i,12.3,.,.,3.1,2.7,16.4,0.771,-0.197,0.562,-0.292,4.7%,i
Cc1ccc(-n2nc(C)c(/C=N/NC(=O)c3cccs3)c2Cl)cc1,.,.,4.6%,-1.9%,i,6.0,14.7,699,4.8,6.7,4.3,-0.0813,-0.324,-0.186,0.0369,0.4%,i
CN(CCc1cnn(C)c1)Cc1cn(C)nc1-c1ccccc1F,0.01,1470,1.4%,-2.6%,i,1.1,9.1,669,4.6,1.3,11.3,0.123,-0.3,-0.241,-0.207,-3.8%,i
CN(C)c1ccc(-c2ccccc2)nn1,-0.41,967,-1.8%,9.2%,i,-11.8,7.1,717,2.7,1.8,4.0,0.165,-0.256,0.165,0.407,3.1%,i
O=C(NC(=S)NCCCN1CCOCC1)c1ccc(Br)cc1,0.03,1076,1.0%,4.3%,i,-7.3,0.2,717,1.8,1.7,10.9,1.34,-0.048,0.821,-1.62,-0.1%,i
COC(=O)c1ccc(CN2CCC(CO)(Cc3ccc(OC)cc3)CC2)cc1,0.27,1309,-0.6%,-2.6%,i,-7.1,2.9,703,4.9,4.0,5.1,0.256,0.0103,0.386,0.584,3.9%,i
COc1ccccc1NC(=O)CCC(=O)OCc1cccc([N+](=O)[O-])c1,0.21,1594,-0.1%,5.3%,i,33.2,20.6,694,6.6,1.3,5.9,-0.403,-0.36,-0.2,0.604,2.6%,i
CCOc1ccc(NC(=O)CC2NCCNC2=O)cc1 (centres undefined),-0.57,1804,-2.0%,8.2%,i,3.2,1.1,618,2.8,1.7,4.2,0.118,-0.184,-0.171,0.332,7.8%,i
Clc1cccc(Cl)c1NC1=NCCC1,?,.,-0.1%,-5.0%,i,2.4,-2.9,723,0.8,1.5,6.4,-0.83,-0.188,-0.379,0.707,-1.5%,i
CCOC(=O)c1cnc2c(C(=O)OCC)cnn2c1N,0.14,1083,.,-3.0%,.,.,-35.0,717,.,.,.,-0.218,-0.244,-0.422,0.497,-0.4%,i
CS(=O)c1ccccc1COC(=O)Nc1cccc(Cl)c1 (centres undefined),-0.85,1501,-0.4%,1.3%,i,-21.6,.,.,2.6,1.9,6.5,0.219,-0.192,0.831,0.677,3.1%,i
CC(=O)N(C(C)=O)c1ncc2c([nH]c3ccccc32)c1C#N,0.4,1129,.,-2.7%,i,-3.3,-35.5,642,1.4,2.2,5.7,0.711,-0.0673,0.426,-0.811,14.9%,i
CN(C)S(=O)(=O)c1ccc(NC(=O)COC(=O)CC2CC3CCC2C3)cc1 (centres undefined),-0.05,1380,-0.8%,0.0%,i,-0.5,-3.3,725,1.4,2.1,4.7,0.453,-0.33,0.496,0.119,3.5%,i
CCOC(=O)c1c(-c2ccccc2)c(C(C)=O)c(=O)n(C)c1C,0.06,1006,5.1%,14.7%,i,-37.0,.,.,6.0,2.2,6.3,-0.116,-0.189,0.0214,0.066,3.1%,i
Cc1c(NC(=O)C(c2ccccc2)c2ccccc2)cccc1C(=O)O,-0.29,1040,.,2.5%,.,.,-9.7,706,.,.,.,-0.761,-0.24,0.0234,0.703,5.6%,i
Cc1ccc2c(c1)sc(C)[n+]2CCCS(=O)(=O)[O-],1.44,1235,-2.0%,-82.4%,i,3.4,5.6,774,3.8,2.0,4.5,0.364,-0.299,0.353,-0.441,-6.9%,i
C/C(=N\NC(=S)NC1CCCCC1)c1cccs1,-0.21,1632,1.8%,-1.2%,i,22.5,-15.2,612,1.7,2.3,7.5,-0.476,-0.289,-0.0462,0.639,4.2%,i
CC1CCC2(CC1)NC(=O)N(CC(=O)NC(=O)NC1CCCC1)C2=O (centres undefined),0.39,1098,.,0.9%,i,-0.9,.,.,3.0,1.9,0.3,2.33,-0.148,2.24,-1.03,-0.5%,i
O=C(CSc1nc(-c2ccco2)cc(C(F)(F)F)n1)NC1CCCCCCC1,.,.,.,4.4%,i,-7.4,.,.,2.6,1.4,3.3,-0.372,-0.21,-0.216,0.658,-2.2%,i
Cc1nccn1Cc1cccc2ccccc12,0.38,981,-3.2%,8.7%,i,-2.7,-4.1,770,3.6,1.5,21.8,-0.339,-0.22,-0.177,0.433,-1.6%,.
Cc1ccc(-c2nc3ncccc3o2)cc1NC(=O)Cc1ccc(Cl)cc1,.,.,-1.9%,4.1%,i,-3.4,-3.7,748,3.2,2.2,7.9,0.291,-0.224,0.511,0.324,-0.3%,i
O=C(CSc1nnc(C2CCCCC2)n1-c1ccccc1)NCc1ccco1,-0.52,1216,-4.6%,29.8%,i,0.5,-27.4,767,3.4,3.7,6.4,-0.778,0.882,-0.0129,-0.128,10.6%,i
c1ccc2c(c1)ncn2CCN1CCCCC1,.,.,-3.0%,-12.5%,i,-2.2,6.1,761,2.8,1.6,4.3,-0.938,-0.257,-0.981,0.608,-6.6%,i
CCOC(=O)C(=Cc1ccccc1OC)C(=O)OCC,-0.32,903,1.4%,8.3%,i,25.2,-12.6,698,4.2,3.2,1.6,-5.08*,1.43*,-2.52*,0.0073*,6.1%,i
CCc1c(O)nc(SCC(=O)Nc2ccccc2OC)[nH]c1=O,0.4,1186,0.0%,13.8%,i,1.4,.,.,4.4,3.2,8.5,-0.0977,-0.278,0.0293,0.31,-0.3%,i
CSc1ccc(C(=O)C2CCCN(C(=O)c3ccsc3)C2)cc1 (centres undefined),.,.,4.6%,-21.5%,i,-6.0,-1.0,646,2.1,1.6,6.9,-0.767,-0.235,-0.467,0.383,-10.0%,i
Cc1ccc(S(=O)(=O)N(Cc2nccn2C)C(C)C)cc1,-0.3,1430,0.5%,6.5%,i,1.8,.,.,1.2,2.2,11.1,-0.461,-0.183,-0.133,0.0452,4.3%,i
CCCNC(=O)C1CC(=O)N(c2ccc(OCC(=O)Nc3cc(C)cc(C)c3)cc2)C1 (centres undefined),0.62,1878,-1.7%,.,.,.,-2.0,620,.,.,.,.,.,.,.,.,i
CCOP(=O)(Cc1ccc(C(C)(C)CC(C)=O)o1)OCC,-0.32,1014,.,-2.5%,.,.,-2.5,822,.,.,.,-0.94,-0.235,-0.501,0.425,4.8%,i
Cc1noc(C)c1CN(C(=S)NC1CC2CCC1C2)c1ccccc1 (centres undefined),0.94,1268,-9.8%,7.6%,i,-0.2,1.6,690,4.7,3.1,6.5,-0.279,-0.239,0.151,0.169,-2.4%,i
CSc1nnc(Cn2c(=O)sc3ccccc32)n1-c1ccccc1C,.,.,.,-3.8%,i,-8.3,.,.,2.2,3.0,4.7,0.368,-0.206,0.531,0.57,8.7%,i
CN(c1ccc(F)cc1)S(=O)(=O)c1ccc(Cl)c(C(=O)Nc2ccc3c(c2)CCC3)c1,-0.65,1417,-2.0%,-0.8%,i,11.7,17.5,673,1.8,1.2,3.4,0.461,-0.235,0.789,-0.712,-0.8%,i
CCn1c(C)nc2cc(C(=O)N/N=C(\C)c3ccc(OC)cc3O)ccc21,-1.3,1156,0.9%,2.1%,i,29.9,-2.9,628,2.7,1.9,4.6,0.261,-0.3,0.411,0.644,-1.7%,i
